# Casp6 inh: caspase-6 (human) enzyme inhibition. P55212. purified caspase-6, Z-VEID-R110 cleavage fluorescence. inhibition, % at 12.5 µM. 350,000 tested, 0.53% active;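 active = mean inhibition across replicates at least about 35%, with every replicate also reaching that limit, limit read from the data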;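 also: 0% = median of neutral control wells and 100% = no fluorescence left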
# Target sequence (P55212 24-179 limits assumed): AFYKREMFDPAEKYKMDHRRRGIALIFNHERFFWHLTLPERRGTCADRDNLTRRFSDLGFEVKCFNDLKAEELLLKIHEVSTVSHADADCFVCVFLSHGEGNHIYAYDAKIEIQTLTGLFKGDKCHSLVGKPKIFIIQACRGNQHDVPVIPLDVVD
# Target sequence (P55212 194-293 limits assumed): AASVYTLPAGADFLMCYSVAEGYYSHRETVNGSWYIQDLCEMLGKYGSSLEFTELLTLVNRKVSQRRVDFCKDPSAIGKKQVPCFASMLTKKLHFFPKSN
# C2C12 statin: protects C2C12 myotubes from simvastatin toxicity. ATP luminescence, 48 h; scaled: DMSO 0, geranylgeraniol control 100. rescue of ATP level, % at 7.49 µM. 330,000 tested, 0.78% active. AID 602340;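 active = mean ATP rescue above about 67%, or every replicate alone reaching that limit, limit read from the data, passing the limit was not always enough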;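 also: myotubes were challenged with 10 µM simvastatin during compound exposure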
# esBAF inh: SWI/SNF esBAF complex inhibition. AID 602393. mouse ES cells, Bmi1-luciferase knock-in reporter, 24 h; 100% = twice the neutral-well signal. 350,000 tested, 2% active. reporter increase, % at 12.5 µM; in the data active = activation above about 40%;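 also: 0% = median of the plate's neutral control wells and 100% = double that signal; a rise in the Bmi1 reporter signal indicates esBAF inhibition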
# LGR2 antag: inhibitors of bursicon-induced Drosophila LGR2 receptor cAMP signaling. HEK293 LGR2, CRE-luciferase, bursicon-stimulated, 4 h. inhibition, % at 9.99 µM. 380,000 tested, 0.35% active. AID 720647;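 active = drop in luminescence signal, shown as inhibition above about 50% in the replicate tests, limit read from the data, passing the limit was not always enough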;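 also: agonist challenge used bursicon conditioned medium at about half maximal strength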
# FN deposit inh: fibronectin deposition inhibition | AID 743247 | AH1F fibroblasts, Alexa488-fibronectin deposition fluorescence, overnight | inhibition, % at 12.6 µM | 350,000 tested, 0.086% active;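 active = mean inhibition across replicates of 30% or more, regardless of how many single replicates reach that level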;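 also: positive control wells lacked labelled fibronectin entirely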
#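 Test system: AH1F fibroblast monolayer depositing Alexa488-labelled fibronectin into matrix. Input: 10000 cells per well. Technique: fluorescence, ex 485 nm, em 525 nm. Buffer or medium: DMEM plus 2% serum, read in PBS. Timing: 1 h cell adhesion before compound, then overnight fibronectin incubation. Compound: single dose, pinned. Read-out basis: inhibition from reduced deposited-fibronectin fluorescence.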
# S100A4 MyoIIA: inhibitors of human S100A4 binding to myosin IIA peptide; P26447; S100A4/TAMRA-MyoIIA peptide fluorescence polarization; inhibition, % at 10.7 µM; 360,000 tested, 0.14% active; AID 652163;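 active = mean inhibition of at least 70% across replicates, with every replicate also reaching that level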
# Target sequence (P26447 whole entry, looked up): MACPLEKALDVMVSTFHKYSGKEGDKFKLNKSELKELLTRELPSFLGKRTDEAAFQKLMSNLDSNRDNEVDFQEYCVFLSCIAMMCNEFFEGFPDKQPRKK
#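 Test system: S100A4 monomer protein; Medium: HEPES pH 7.2 with CaCl2, KCl, NaCl, DTT, Triton; Probe or stimulus: TAMRA-labelled myosin IIA heavy-chain peptide probe, 5 nM; Doses: one dose per compound; Times: polarization read 5 min after assay mix addition, stable 5–60 min; Benchmarks: neutral control DMSO, positive control TFP.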
# SIRT5 inh: sirtuin-5 (human) deacylase inhibition | Purified SirT5, succinyl-peptide AMC, trypsin-coupled fluorescence | Q9NXA8 | AID 652115 | inhibition, % at 15 µM | 330,000 tested, 1.1% active; in the data active = inhibition above about 15%
# The depositor's hits bear a star; x = not tested or not shown. Some of the compounds tested, so the mix of outcomes need not match the whole.
# Key to letters: A = Casp6 inh; B = C2C12 statin; C = esBAF inh; D = LGR2 antag; E = FN deposit inh; F = S100A4 MyoIIA; G = SIRT5 inh
> CCOC(=O)CCNC(=O)N1CCCC(C(=O)c2cc(C)c(OC)c(C)c2)C1 (stereo not given)
  A: -2; B: -8; C: -3; D: -7; E: 5; F: -3; G: -3

> CCCC(=O)Nc1ccc2c(c1)OC[C@@H](C)N(Cc1nccs1)C[C@H](C)[C@H](OC)CN(C)C2=O
  A: -1; B: -1; C: -4; D: -7; E: 0; F: -24; G: 3

> CC(OC(=O)CC1CCCCC1)C(=O)Nc1ccc(S(N)(=O)=O)cc1 (stereo not given)
  A: 1; B: x; C: x; D: -18; E: -3; F: -4; G: -3

> N#C/C(=C\c1ccc(-c2cccc([N+](=O)[O-])c2)o1)c1nnc(N2CCOCC2)n1-c1ccccc1
  A: 2; B: x; C: x; D: 16; E: 4; F: -36; G: -4

> CCc1ccc2nc(N(CCCN(C)C)C(=O)c3ccc4c(c3)OCCO4)sc2c1
  A: -11; B: -7; C: -12; D: -2; E: 4; F: -6; G: -2

> Cc1cnc(C(=O)OC(C)C(=O)Nc2ccc(Oc3ccccc3)cc2)cn1 (stereo not given)
  A: -2; B: -9; C: 30; D: -11; E: 9; F: 15; G: -1

> COc1ccc(S(=O)(=O)N(C)c2ccc(C(=O)NCc3ccco3)cc2)cc1OC
  A: -2; B: 0; C: -3; D: -10; E: x; F: 3; G: 0

> COc1ccc(C)cc1NC(=O)CNC(=O)[C@@H]1Cc2ccccc2CN1
  A: -2; B: 0; C: 3; D: 2; E: 13; F: -8; G: -1

> C[C@@H]1CN([C@H](C)CO)C(=O)c2cc(NS(=O)(=O)c3cccs3)ccc2O[C@@H](C)CCCCO[C@@H]1CN(C)C(=O)Cc1ccccc1
  A: 1; B: x; C: 1; D: 5; E: x; F: -1; G: -5

> Cc1ccc2nc(-c3ccccc3)c(CN3CCOCC3)n2c1
  A: -3; B: x; C: x; D: 1; E: -5; F: 4; G: -6

# In the list so far, these have four or more nitrogen atoms:
# Key to letters: A = Casp6 inh; B = C2C12 statin; C = esBAF inh; D = LGR2 antag; E = FN deposit inh; F = S100A4 MyoIIA; G = SIRT5 inh
> CCCC(=O)Nc1ccc2c(c1)OC[C@@H](C)N(Cc1nccs1)C[C@H](C)[C@H](OC)CN(C)C2=O
  A: -1; B: -1; C: -4; D: -7; E: 0; F: -24; G: 3

> N#C/C(=C\c1ccc(-c2cccc([N+](=O)[O-])c2)o1)c1nnc(N2CCOCC2)n1-c1ccccc1
  A: 2; B: x; C: x; D: 16; E: 4; F: -36; G: -4

# Additional structures follow:
# Key to letters: A = Casp6 inh; B = C2C12 statin; C = esBAF inh; D = LGR2 antag; E = FN deposit inh; F = S100A4 MyoIIA; G = SIRT5 inh
> COc1ccc(S(=O)(=O)N2CCC(C(=O)N[C@@H](C)C(=O)NCc3ccncc3)CC2)cc1
  A: -1; B: 25; C: -3; D: -8; E: -4; F: -3; G: -3

> CO[C@@H]1CN(C)C(=O)c2ccc(NC(=O)CC(F)(F)F)cc2OC[C@@H](C)N(C(=O)C2CC2)C[C@@H]1C
  A: -1; B: x; C: x; D: 9; E: -13; F: -12; G: 0

> Cc1nc(C(=O)Nc2ccc(Cl)cc2)sc1C1(C)CC(c2ccccc2)=NO1 (stereo not given)
  A: 1; B: 16; C: 5; D: 37; E: 0; F: -2; G: x

> COc1ccc(S(=O)(=O)Nc2c(C)nc3nc(C)[nH]n3c2=O)cc1
  A: -2; B: 11; C: 9; D: -2; E: 1; F: 4; G: x

> Cc1ccc(S(=O)(=O)Nc2ccc(C(=O)N3CCOCC3)cc2)cc1
  A: x; B: 3; C: -3; D: 7; E: 4; F: 6; G: -2

> CC(=O)N1CCCCN2[C@@H](CO)[C@@H](c3ccc(-c4ccc(F)cc4)cc3)[C@@H]2C1
  A: 2; B: x; C: x; D: 7; E: x; F: 5; G: -2

> C[C@H]1CN([C@@H](C)CO)C(=O)Cc2cc(NC(=O)Cc3cn(C)c4ccccc34)ccc2O[C@@H]1CN(C)C(=O)Nc1ccccc1
  A: 1; B: 6; C: 2; D: 13; E: x; F: 27; G: 4

> COc1cc(NC(=O)c2cc(-c3ccco3)on2)cc(OC)c1OC
  A: 2; B: -4; C: -2; D: -7; E: -4; F: 3; G: 0

> CN1C(=O)Cc2cc(S(=O)(=O)N3CCN(c4ccc(Cl)cc4)CC3)ccc21
  A: 1; B: 39; C: -4; D: 18; E: -14; F: -3; G: -1

> CCOC(=O)Cc1csc(N/N=C/c2ccc(Cl)cc2)n1
  A: -2; B: x; C: x; D: -6; E: -4; F: 0; G: 1

> CCCNC(=O)[C@@H]1[C@@H](CO)[C@@H]2Cn3c(ccc(-c4cncnc4)c3=O)[C@@H]2N1C(=O)c1ccccc1F
  A: 2; B: -6; C: -8; D: 5; E: x; F: -10; G: -36

> Nc1[nH]c(C(=O)c2ccccc2)c(-c2ccc(C(F)(F)F)cc2)c1C(=O)NCc1ccc(Cl)cc1Cl
  A: -1; B: x; C: x; D: 6; E: x; F: 5; G: 0

# Grouped by structure, those above containing a Cl atom (4)
# Key to letters: A = Casp6 inh; B = C2C12 statin; C = esBAF inh; D = LGR2 antag; E = FN deposit inh; F = S100A4 MyoIIA; G = SIRT5 inh
> Cc1nc(C(=O)Nc2ccc(Cl)cc2)sc1C1(C)CC(c2ccccc2)=NO1 (stereo not given)
  A: 1; B: 16; C: 5; D: 37; E: 0; F: -2; G: x

> CN1C(=O)Cc2cc(S(=O)(=O)N3CCN(c4ccc(Cl)cc4)CC3)ccc21
  A: 1; B: 39; C: -4; D: 18; E: -14; F: -3; G: -1

> CCOC(=O)Cc1csc(N/N=C/c2ccc(Cl)cc2)n1
  A: -2; B: x; C: x; D: -6; E: -4; F: 0; G: 1

> Nc1[nH]c(C(=O)c2ccccc2)c(-c2ccc(C(F)(F)F)cc2)c1C(=O)NCc1ccc(Cl)cc1Cl
  A: -1; B: x; C: x; D: 6; E: x; F: 5; G: 0
